Compound activity from PubChem BioAssay.
CHOP UPR activ: activators of apoptotic arm of unfolded protein response (CHOP); activation, % at 10 µM; CHO-CHOP luciferase reporter, UPR activation, luminescence; percent of tunicamycin response over DMSO baseline; 0.34% of 330,000 active;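 active = at 10 µM dose, activation of 40% or more, normalized to positive control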;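 note: 100% = tunicamycin at 10 µg/mL and 0% = DMSO alone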
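System: CHO CHOP reporter cells. Amount: 500 cells per well. Buffer or medium: F12 medium, 10% FBS. Compound dosing: one dose, 10 µM in 0.5% DMSO. Incubation: 6 h compound exposure at 37 °C after overnight seeding. Technique: Steady-Glo luciferase luminescence. Benchmarks: tunicamycin and DMSO controls.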
TIM10 inh: growth inhibitors of TIM10 yeast strain; S. cerevisiae TIM10 strain growth, BacTiter-Glo luminescence, 24 h; inhibition, % at 10 µM; 1.4% of 330,000 active;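 active = inhibition of 40% or more at the single tested concentration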;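 note: wild-type TIM10 isogenic control strain grown at permissive 25 °C; 0% = DMSO yeast wells and 100% = minimal medium wells without yeast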
GRIN3A LBD mod: NR3A (human) ligand-binding domain modulation | NR3A LBD differential scanning fluorimetry, Tm shift; 0% = protein alone, 100% = glycine-bound protein | 2.5% of 340,000 active | AID 1259313 | Tm shift relative to glycine control, % at 25 µM;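 active = melting temperature shift of at least 10% of the positive control shift, at one fixed dose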
NLRP3 yeast inh: NALP3 inhibition in yeast. Yeast reconstituted NLRP3/ASC/caspase-1, beta-gal luminescence, 24 h. inhibition, % at 10 µM. 0.39% of 330,000 active;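 active = inhibition of 50% or more; inactive = inhibition below 50%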;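 note: plate controls were induced DMSO wells for no effect and uninduced yeast grown without galactose for full effect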
UPR XBP1 act: activators of adaptive arm of unfolded protein response (XBP1); AID 463104; 0.33% of 330,000 active; activation, % at 20 µM; CHO-XBP1 luciferase reporter, IRE1-XBP1 UPR activation, luminescence; percent of tunicamycin response, DMSO as zero;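 active = versus positive control, 20 µM dose yields 30% or more activation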;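 note: 100% = tunicamycin at 10 µg/mL and 0% = DMSO only wells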
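Assay system: CHO-XBP1 luciferase reporter cells; Schedule: 6 h treatment, 37 °C; Detection: glow luminescence from Steady-Glo reagent; Benchmarks: high control tunicamycin 10 µg/mL final, low control DMSO vehicle only.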
APJ agonist: activates the human apelin receptor APJ; P35414; CHO-K1 APJ PathHunter beta-arrestin, luminescence; 0% DMSO wells, 100% apelin; activation, % at 20 µM; 0.11% of 330,000 active; AID 2520;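 active = activation more than six SD over the plate average, tested at 20 µM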;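 note: 0% = DMSO alone and 100% = apelin-13 at 10 nM; some results filed as inactive read as strong as hits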
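Test system: CHO-K1 APJ beta-arrestin complementation cell line | Compound: Single test compound dose, 20 µM final, 1% DMSO | Incubation: Compound 90 min 25 °C, reagent 1 h | Measured by: beta-gal luminescence | Read-out basis: APJ–arrestin association signal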
tim10-1 inh: tim10-1 yeast growth inhibition; S. cerevisiae tim10-1 ts strain growth, BacTiter-Glo, 24 h; inhibition, % at 20 µM; 2.2% of 330,000 active; AID 463190;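 active = inhibition of at least 40%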;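 note: mutant grown at 25 °C; 0% = DMSO wells with yeast and 100% = wells holding no yeast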
Mdm2-MdmX inh: disrupts the human Mdm2-MdmX interaction | inhibition, % at 8 µM | O15151+Q00987 | 3% of 330,000 active | SaOS-2 split-luciferase Mdm2/MdmX complementation, luminescence | AID 485346;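 active = inhibition of at least 50% at 8 µM in the primary screen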
Target sequence (O15151 whole entry, looked up): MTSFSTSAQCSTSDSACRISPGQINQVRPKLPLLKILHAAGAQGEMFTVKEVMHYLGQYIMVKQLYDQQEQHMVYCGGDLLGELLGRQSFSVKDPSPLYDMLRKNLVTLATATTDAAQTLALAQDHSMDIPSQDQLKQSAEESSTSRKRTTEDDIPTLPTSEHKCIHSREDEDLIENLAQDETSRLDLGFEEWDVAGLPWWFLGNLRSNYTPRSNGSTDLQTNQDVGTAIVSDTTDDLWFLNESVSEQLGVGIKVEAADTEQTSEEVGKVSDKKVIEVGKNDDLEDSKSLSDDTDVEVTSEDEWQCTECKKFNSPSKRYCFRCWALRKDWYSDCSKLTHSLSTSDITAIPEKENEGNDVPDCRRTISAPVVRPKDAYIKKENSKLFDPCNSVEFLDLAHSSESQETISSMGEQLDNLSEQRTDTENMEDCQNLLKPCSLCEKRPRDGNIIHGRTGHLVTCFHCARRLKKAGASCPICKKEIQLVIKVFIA
Target sequence (Q00987 whole entry, looked up): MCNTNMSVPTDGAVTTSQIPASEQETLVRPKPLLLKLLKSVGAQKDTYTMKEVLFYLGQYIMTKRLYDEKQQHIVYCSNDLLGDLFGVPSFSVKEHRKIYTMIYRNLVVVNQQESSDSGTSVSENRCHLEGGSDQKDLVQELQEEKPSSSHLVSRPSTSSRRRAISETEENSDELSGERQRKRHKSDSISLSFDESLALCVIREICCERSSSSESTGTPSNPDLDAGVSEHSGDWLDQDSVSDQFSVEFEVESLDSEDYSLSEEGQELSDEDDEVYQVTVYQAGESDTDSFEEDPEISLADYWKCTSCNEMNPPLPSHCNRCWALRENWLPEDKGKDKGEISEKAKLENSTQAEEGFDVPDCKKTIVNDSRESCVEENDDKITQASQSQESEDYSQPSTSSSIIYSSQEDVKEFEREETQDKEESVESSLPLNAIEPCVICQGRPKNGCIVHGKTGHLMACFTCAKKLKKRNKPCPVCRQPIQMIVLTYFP
tim23-1 inh: inhibits growth of tim23-1 mutant yeast; S. cerevisiae tim23-1 growth, BacTiter-Glo luminescence, 24 h; inhibition, % at 20 µM; AID 463212; 1.3% of 330,000 active;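 active = growth inhibition of the mutant yeast at or above 50%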;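 note: temperature-sensitive mutant grown at 25 °C; plate controls were DMSO-treated mutant yeast for no effect and medium wells lacking yeast for full effect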
An asterisk follows results filed as active; / = not tested or not shown.

SMILES	CHOP UPR activ	TIM10 inh	GRIN3A LBD mod	NLRP3 yeast inh	UPR XBP1 act	APJ agonist	tim10-1 inh	Mdm2-MdmX inh	tim23-1 inh
O=C(c1ccccc1)N1CCN(c2ccccc2F)CC1	0.8	9	1	13	-2	-3	8	-28	9
O=C1C(=O)N(CCCN2CCOCC2)C(c2ccc(F)cc2)/C1=C(/O)c1ccccc1 (stereo not drawn)	1.6	-3	0	-20	-2	-4	-12	-14	-13
CC(C)Cc1nc2oc3c(NCc4cccnc4)ncnc3c2c2c1CCC2	-0.9	-4	3	9	4	2	23	11	-13
Cc1nnc(SCC(=O)Nc2cc(C(F)(F)F)ccc2N2CCOCC2)o1	0.4	12	0	-7	0	0	15	-28	-4
O=C(CSc1nc2ccccc2n1CC(=O)N1CCOCC1)N1CCCC1	-0.9	-8	0	-23	-3	1	13	7	-5
O=C(CCCN1C(=O)c2cccc3cccc(c23)C1=O)N1CCN(c2ccccn2)CC1	-1.7	16	-1	8	-1	-1	34	-24	25
Cc1ccc(NC(=O)c2ccc(S(=O)(=O)N3CCOCC3)cc2)c(C)c1	2.6	-2	0	4	-3	-2	1	22	-2
COc1ccc(S(=O)(=O)NC2(C(F)(F)F)N=C(c3ccccc3)NC2=O)cc1 (stereo not drawn)	0.5	5	-3	-8	0	-5	10	-2	2
COc1ccc(C2=NS(=O)(=O)N(C)C(C(=O)Nc3ccc(OC)c(OC)c3)=C2)cc1	2.0	-2	-9	17	0	0	4	7	3
O=C(CNC(=S)N(CCCN1CCOCC1)Cc1cccs1)NC1CCCCCCC1	1.6	14	-7	1	-1	-3	13	-8	7
O=C(Nc1ccccc1)c1cc(S(=O)(=O)NCc2ccncc2)ccc1Cl	0.1	6	0	13	-2	0	7	26	11
COc1ccc2oc(=O)c(C(=O)O)cc2c1	-0.4	-13	0	10	0	-1	1	-19	21
COc1cc(C(=O)NC(=S)N(CCc2ccccc2)CCc2ccccc2)cc(OC)c1OC	9.2	-21	-3	9	2	-3	28	52*	29
CC1CCCC(C)N1NC(=O)c1ccc(Cl)c(S(N)(=O)=O)c1 (stereo not drawn)	-1.5	6	-1	7	-5	-6	6	-6	6
O=C(NC1CCCCCC1)c1cccc(S(=O)(=O)N2CCOCC2)c1	0.1	-4	2	7	-1	-3	14	-6	13
COc1ccccc1NC(=O)c1cc(C)oc1C	0.2	-5	0	10	1	1	14	23	13
O=C(Oc1cccc(-c2cnc3ccccc3n2)c1)c1ccco1	2.4	-8	-1	41	-2	3	15	-27	35
Cc1ccc(NC(=O)C2CCCN2C(=O)Oc2ccccc2)c(C)c1 (stereo not drawn)	0.5	-20	-3	0	-4	-1	16	28	14
O=C(O)c1ccc(CSCc2ccco2)cc1	6.4	5	0	16	2	1	-7	5	-4
O=C(NCC(=O)N1CCN(c2ccc([N+](=O)[O-])cc2)CC1)c1ccco1	-0.3	0	0	12	-1	1	-11	13	-5
COc1ccc(S(=O)(=O)N2CC(C)N(C(=O)N(C)C)C2C)cc1 (stereo not drawn)	2.4	3	-1	13	-3	-4	3	14	-3
O=S(=O)(NCCc1ccccc1)c1ccc(Br)cc1	2.6	-11	0	14	-3	-2	-24	-16	29
O=C(O)C12CC3CC(C1)CC(n1ncc(NCc4ccccc4)c(Cl)c1=O)(C3)C2	-0.7	-2	1	-5	-3	-1	10	19	7
N#CCCn1ccc(NC(=O)c2ccc(Cl)cc2)n1	1.0	4	1	-12	0	-4	0	15	-4
O=C(c1ccc(C(F)(F)F)cc1)C1CCCN(C(=O)CCN2CCCO2)C1 (stereo not drawn)	-1.2	-10	1	-7	-5	-4	15	10	13

Next part, starting with the last 2 of the part before.
SMILES	CHOP UPR activ	TIM10 inh	GRIN3A LBD mod	NLRP3 yeast inh	UPR XBP1 act	APJ agonist	tim10-1 inh	Mdm2-MdmX inh	tim23-1 inh
N#CCCn1ccc(NC(=O)c2ccc(Cl)cc2)n1	1.0	4	1	-12	0	-4	0	15	-4
O=C(c1ccc(C(F)(F)F)cc1)C1CCCN(C(=O)CCN2CCCO2)C1 (stereo not drawn)	-1.2	-10	1	-7	-5	-4	15	10	13
O=S1OCCN1c1ccccc1 (stereo not drawn)	0.3	-2	2	10	0	6	-1	20	9
Cc1cc(C)n(CCCNC(=O)C2CC(=O)N(Cc3ccccc3)C2)n1 (stereo not drawn)	-1.1	1	1	9	-1	-2	-8	-9	-3
CCOC(=O)c1cccc(NC(=O)Cn2c(CC(=O)N3CCCC3)nc3ccccc32)c1	-1.2	2	/	4	0	-1	5	-21	18
Nc1nc(Cl)cc(N2CCC(c3cc(-c4ccc(Cl)cc4Cl)n[nH]3)CC2)n1	8.0	30	13*	-16	5	4	26	30	-7
CC(C)(C)C(=O)N1c2ccccc2CCc2ccccc21	2.6	-1	1	-4	-5	-5	7	33	17
CN(C)CCCNC(=O)Cc1ccc(Br)cc1	1.2	9	2	19	-1	-4	4	-16	7
CC(=O)Nc1ccc(NC(=O)Cc2ccc(F)cc2)cc1	0.6	-11	/	6	0	2	18	-13	11
O=C(Nc1ccc2oc(-c3ccccc3)nc2c1)c1ccc2c(c1)OCCO2	2.1	46*	8	23	13	5	32	29	50
Cc1ccc(C(=O)Nc2ccc(N3CCN(C)CC3)cc2)c(Cl)c1	4.8	-6	0	1	0	-2	-9	-104	-2
Cc1ccc(Cl)c(NC(=O)CN2CCN(C=O)CC2)c1	-3.0	-20	/	20	-3	-1	-10	8	-3
CCCCC[C@@H]1C=C(C(=O)O)[C@H](c2ccc(CC)cc2)N1S(=O)(=O)c1ccc(C)cc1	0.5	15	-3	-1	-3	-4	23	-1	30
O=C1N2c3ccccc3CCc3cccc(c32)C1(O)C(F)(F)F (stereo not drawn)	-2.2	30	-3	-35	-4	-1	47*	3	51*
O=C(NNC1CC(=O)N(c2ccc3c(c2)OCCO3)C1=O)c1ccccc1 (stereo not drawn)	-0.9	0	3	9	1	-3	9	14	2
O=C(Nc1ccccc1F)c1cc2c(s1)-c1ccccc1S(=O)(=O)C2	1.6	-9	0	33	-1	0	-2	-20	-9
COc1ccc(N2CCN(CCCNC(=O)C3CCN(S(=O)(=O)N4CCOCC4)CC3)CC2)cc1	-1.6	10	2	29	3	0	1	-6	1
COc1ccc(NC(=O)c2cc3ccccc3cc2O)cc1	8.4	-11	7	16	0	4	7	-57	13
O=C(CN1CCN(S(=O)(=O)c2ccc(F)cc2)CC1)Nc1ccc(F)cc1F	3.7	-6	2	22	-7	-6	17	-31	29
Cc1ccccc1CNc1nc(N)n(-c2ccccc2)n1	5.8	5	-2	9	0	-2	-4	-2	-4
O=S(=O)(NN1CCOCC1)c1ccc(Br)cc1	0.9	-4	3	12	-2	11	-11	8	-4
Fc1ccc(CSc2nncn2NCc2ccccc2)cc1	-1.0	-12	1	-2	-1	-2	31	5	-8
O=S(=O)(Nc1nc2ccccc2nc1NCCO)c1cccc(Cl)c1	0.9	5	-6	12	-2	-5	9	12	20
COc1ccc(C2=NS(=O)(=O)N(C)C(C(=O)N(C)Cc3ccccc3)=C2)cc1OC	4.1	17	3	7	0	-2	30	-7	26
COc1ccc(N2CC(NC(=O)N(C)CCC#N)CC2=O)cc1 (stereo not drawn)	-1.9	-7	0	-7	1	2	3	11	6
Cc1noc(NS(=O)(=O)c2ccc(NC(=O)CCN3C(=O)c4ccccc4C3=O)cc2)c1C	-2.6	10	14*	5	-2	-3	-2	-3	-3
Cc1ccc([N+](=O)[O-])c(NC(=O)COC(=O)C2CC3CCCC(C2)C3=O)c1C (stereo not drawn)	1.9	12	-1	15	-4	2	-6	22	-4

Printed as active in Mdm2-MdmX inh, of those listed so far:
Compound	GRIN3A LBD mod	NLRP3 yeast inh	UPR XBP1 act	APJ agonist	Mdm2-MdmX inh
COc1cc(C(=O)NC(=S)N(CCc2ccccc2)CCc2ccccc2)cc(OC)c1OC	-3	9	2	-3	52*

Returning to the listing; the two compounds before the break are reprinted first.
SMILES	CHOP UPR activ	TIM10 inh	GRIN3A LBD mod	NLRP3 yeast inh	UPR XBP1 act	APJ agonist	tim10-1 inh	Mdm2-MdmX inh	tim23-1 inh
Cc1noc(NS(=O)(=O)c2ccc(NC(=O)CCN3C(=O)c4ccccc4C3=O)cc2)c1C	-2.6	10	14*	5	-2	-3	-2	-3	-3
Cc1ccc([N+](=O)[O-])c(NC(=O)COC(=O)C2CC3CCCC(C2)C3=O)c1C (stereo not drawn)	1.9	12	-1	15	-4	2	-6	22	-4
COc1cc(C)c(Cl)cc1S(=O)(=O)N1CCCC1	-1.4	-3	0	-24	-2	-2	11	14	15
Cc1ccc(C#N)c(SCc2cccc(Br)c2)n1	0.4	11	2	20	1	-3	4	8	4
CC(CC(=O)NNC(=O)c1cccc(Cl)c1)c1ccccc1 (stereo not drawn)	0.6	-21	0	21	6	1	-12	24	-19
CC(C)c1ccc(S(=O)(=O)NC2CCS(=O)(=O)C2)cc1 (stereo not drawn)	1.5	7	0	12	-4	11	10	12	-6
O=C(O)C(Cc1ccccc1)N1C(=O)/C(=C/c2ccccc2)SC1=S (stereo not drawn)	1.5	13	12*	-8	1	-2	16	12	5
CCOC(=O)c1ccc(NC(=S)NCCc2ccc(OC)c(OC)c2)cc1	-0.4	5	2	10	-4	0	17	13	10
Nc1nnc(CC(c2ccccc2)c2ccccc2)s1	-0.8	-3	-1	0	-1	-4	11	-2	-10
CN(CC(=O)Nc1ccc(Cl)c(Cl)c1)C(=O)C1CCCC1	-0.6	4	-1	6	-3	-4	17	-9	33
O=C1CSC(c2cccnc2)N1c1ccc(F)cc1 (stereo not drawn)	-1.8	6	-2	-1	-1	-3	13	-6	-4
COc1cc(NC(=O)c2cc3ccccc3o2)c(OC)cc1Cl	1.6	3	2	17	2	4	12	34	18
CC(C)C[C@@H]1NC(=O)[C@H](Cc2ccc(O)cc2)NC(=O)[C@H](CCC(N)=O)NC(=O)c2cc([N+](=O)[O-])cc(I)c2NCC[C@@H](C(N)=O)NC1=O	0.8	-2	/	-8	-3	-5	-8	3	7
CCN(C(=O)CN1C(=O)S/C(=C\c2cccc(OC)c2)C1=O)C1CCS(=O)(=O)C1 (stereo not drawn)	-1.1	7	-1	-2	-4	0	-4	6	3
O=C(c1cnn2c(C(F)(F)F)cc(-c3ccco3)nc12)N1CCCCCC1	0.7	-15	11*	8	-5	0	-21	27	1
COc1cc(/C=C/CN2CCC(Oc3ccc(C(=O)N4CCCC4)cc3)CC2)ccc1O	0.3	16	-1	3	-5	3	7	32	4
CCOc1ccc(C(=O)Nc2cnn(Cc3ccc(Cl)c(Cl)c3)c2)cc1	0.8	31	2	15	3	2	41*	0	33
CCOc1ccc(NS(=O)(=O)c2ccc(NC(=O)[C@@H]3CCCC[C@@H]3C(=O)O)cc2)cc1	-3.1	4	0	12	-2	-2	-5	9	9
CCc1c(C(=O)Nc2ccccc2)c(C)[nH]c(=S)c1C#N	-1.5	-4	-1	5	-3	-4	5	23	0
CC(=O)NCC(=O)N[C@@H](CC(=O)OCc1ccccc1)C(=O)OCc1ccccc1	-1.9	-10	-1	-6	2	-2	5	4	2
Cc1cnc(CNC(=O)C2CCC(=O)N(CCc3ccc(Cl)cc3)C2)cn1 (stereo not drawn)	0.0	-9	0	17	-2	4	-16	19	-14
